High-throughput results as filed in PubChem BioAssay.
PAFAH1B2 FP inh: PAFAH1B2 enzyme inhibitors, primary screen, biochemical, fluorescence polarization, human; Platelet-activating factor acetylhydrolase IB subunit alpha2 (Homo sapiens), P68402; recombinant PAFAH1B2, FP-rhodamine activity probe; inhibition, % at 3.39 µM; 340,000 tested, 1.2% active; AID 492953, 2010;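 active = inhibition above the mean of all tested compounds plus 3 SD, cut at about 24% in these data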;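 note: 0% = enzyme with DMSO and 100% = wells lacking PAFAH1B2; many of its hits are not listed in these tables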
LYPLA2 counter: LYPLA2 inhibitors, primary screen, counter-screen for PME1 inhibitor project, biochemical, fluorescence polarization, FP-Rh probe ABPP; Acyl-protein thioesterase 2 (Homo sapiens), O95372; recombinant LYPLA2; inhibition, % at 5.9 µM; 320,000 tested, 0.38% active;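 active = inhibition above the screen-wide mean plus 3 SD, limit set per campaign, cut at about 26% in these data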;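 note: 0% = LYPLA2 with DMSO and 100% = wells lacking LYPLA2 enzyme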
Target sequence (O95372 whole entry, looked up): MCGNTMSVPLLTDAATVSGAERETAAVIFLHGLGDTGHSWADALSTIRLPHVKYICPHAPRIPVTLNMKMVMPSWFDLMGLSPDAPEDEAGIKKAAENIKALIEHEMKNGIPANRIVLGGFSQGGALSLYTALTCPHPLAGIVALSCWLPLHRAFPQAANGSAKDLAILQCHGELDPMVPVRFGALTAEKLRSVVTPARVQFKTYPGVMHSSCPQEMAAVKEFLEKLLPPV
LYPLA1 counter: LYPLA1 inhibitors, primary screen, counter-screen for PME1 inhibitor project, biochemical, fluorescence polarization, FP-Rh probe ABPP | Acyl-protein thioesterase 1 (Homo sapiens), O75608 | recombinant LYPLA1 | inhibition, % at 5.9 µM | 320,000 tested, 0.16% active | AID 2174, 2009;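 active = inhibition above the mean of all tested compounds plus 3 SD, set per campaign, cut at about 14% in these data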;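 note: inhibitors block serine hydrolase probe labeling of LYPLA1 so polarization falls; 0% = enzyme with DMSO and 100% = wells lacking LYPLA1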
PAFAH2 inh: PAFAH2 enzyme inhibitors, primary screen, biochemical, fluorescence polarization, human; recombinant PAFAH2, FP-rhodamine activity probe; Platelet-activating factor acetylhydrolase 2, cytoplasmic (Homo sapiens), Q99487; inhibition, % at 3.39 µM; AID 492956, 2010; 340,000 tested, 0.99% active;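 active = inhibition above the mean over all tested compounds plus 3 SD, cut at about 30% in these data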;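 note: inhibitors block probe labeling of enzyme so polarization drops; 0% = enzyme with DMSO and 100% = wells lacking PAFAH2 protein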
pPAFAH FP inh: pPAFAH enzyme inhibitors, primary screen, biochemical, fluorescence polarization, human; Platelet-activating factor acetylhydrolase (Homo sapiens), Q13093; recombinant pPAFAH, FP-rhodamine probe fluorescence polarization; inhibition, % at 3.39 µM; 330,000 tested, 1.5% active;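 active = inhibition above the mean inhibition across the screen plus 3 SD, cut at about 25% in these data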;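 note: inhibitors block binding of the rhodamine activity-based probe so polarization drops; 0% = enzyme with DMSO and 100% = wells lacking pPAFAH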
Target sequence (Q13093 whole entry, looked up): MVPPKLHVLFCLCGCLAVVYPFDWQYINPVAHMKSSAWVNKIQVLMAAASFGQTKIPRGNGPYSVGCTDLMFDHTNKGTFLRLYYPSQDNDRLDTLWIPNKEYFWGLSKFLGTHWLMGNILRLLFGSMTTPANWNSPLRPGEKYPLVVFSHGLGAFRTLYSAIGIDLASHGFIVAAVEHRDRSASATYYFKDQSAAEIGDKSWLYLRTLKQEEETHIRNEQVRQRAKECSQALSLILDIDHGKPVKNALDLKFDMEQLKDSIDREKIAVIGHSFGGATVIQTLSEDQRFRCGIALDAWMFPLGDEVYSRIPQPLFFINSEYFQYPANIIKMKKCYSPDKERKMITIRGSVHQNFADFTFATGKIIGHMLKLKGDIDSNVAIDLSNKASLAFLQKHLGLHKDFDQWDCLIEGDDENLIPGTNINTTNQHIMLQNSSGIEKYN
PAFAH1B3 FP inh: PAFAH1B3 enzyme inhibitors, primary screen, biochemical, fluorescence polarization, human; Platelet-activating factor acetylhydrolase IB subunit alpha1 (Homo sapiens), Q15102; recombinant PAFAH1B3, FP-rhodamine probe; inhibition, % at 3.39 µM; 340,000 tested, 0.28% active;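 active = inhibition above the screen-wide average of all tested compounds plus 3 SD, cut at about 25% in these data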;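 note: 0% = enzyme with DMSO only and 100% = wells lacking PAFAH1B3 protein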
EBNA-1 inh: EBNA-1 DNA-binding inhibitors, primary screen, biochemical, fluorescence polarization; inhibition, % at 14.8 µM; 300,000 tested, 0.34% active; AID 1950, 2009; in the data active = inhibition above about 28%
ZTA counter: counter-screen for EBNA-1 inhibitors: inhibitors of Epstein-Barr virus ZTA; P03206; ZTA-DNA binding, fluorescence polarization; inhibition, % at 11 µM; 320,000 tested, 0.15% active; in the data active = inhibition above about 33%
Target sequence (P03206 whole entry, looked up): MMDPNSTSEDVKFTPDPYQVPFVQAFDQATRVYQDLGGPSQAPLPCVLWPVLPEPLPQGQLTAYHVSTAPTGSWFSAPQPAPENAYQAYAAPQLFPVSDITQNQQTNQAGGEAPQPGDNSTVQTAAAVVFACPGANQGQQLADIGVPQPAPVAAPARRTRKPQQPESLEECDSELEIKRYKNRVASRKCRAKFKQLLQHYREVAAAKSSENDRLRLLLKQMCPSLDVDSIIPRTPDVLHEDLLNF
PREPL inhibitor: PREPL enzyme inhibitors, primary screen, biochemical, fluorescence polarization; Prolyl endopeptidase-like (Homo sapiens), Q4J6C6; 320,000 tested, 0.68% active; inhibition, % at 5.96 µM; recombinant PREPL, fluorescence polarization activity-based probe; AID 2751, 2010; in the data active = inhibition above about 43%;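 note: 0% = enzyme with DMSO and 100% = wells lacking enzyme; many of its hits are not listed in these tables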
* hit, by the source's call; . = not tested or not shown. Some of the compounds tested; count on the stated rates, not on these rows.

SMILES	PAFAH1B2 FP inh	LYPLA2 counter	LYPLA1 counter	PAFAH2 inh	pPAFAH FP inh	PAFAH1B3 FP inh	EBNA-1 inh	ZTA counter	PREPL inhibitor
O=C(NCc1ccccn1)Nc1ccc(F)c(Cl)c1	2	-1	-6	3	2	6	5	7	-3
NC(=O)C1(N2CCCCC2)CCN(CC(=O)Nc2ccccc2Sc2ccccc2)CC1	13	3	-3	2	5	6	2	6	7
Cc1ccc(CN2[C@@H](CC3CCCCC3)COCCS2(=O)=O)cc1	31*	-1	-4	-2	2	5	3	18	-1
O=C(COC(=O)c1ccc(S(=O)(=O)N2CCOCC2)cc1)Nc1nc(-c2ccccc2)cs1	5	15	-1	-2	3	10	4	-2	-6
COc1ccc(NC(=O)N(C)C[C@H]2Oc3c(NC(=O)NC4CCCCC4)cccc3C(=O)N([C@H](C)CO)C[C@@H]2C)cc1	10	.	.	15	3	3	.	.	12
COc1ccc2c(c1)c(CC(=O)NCc1cc([N+](=O)[O-])ccc1O)c(C)n2C(=O)c1ccc(Cl)cc1	-12	-9	-6	1	9	-27	-3	-10	18
O=C(CSc1nc2ccccc2c(=O)n1CCCO)NCc1ccccc1	-1	-9	0	-4	1	6	8	14	-1
Cc1nnc(NC(=O)c2cc(-c3ccco3)nc3ccccc23)s1	3	-7	-5	6	27*	7	23	-2	6
O=C(O)c1ccc(/C=C2\SC(=Nc3ccccc3)N(c3ccccc3)C2=O)cc1	3	2	-2	7	5	13	4	10	4
COc1ccc(CCNc2nc(C)nc3c2nnn3Cc2ccccc2)cc1	2	2	0	-1	4	-2	7	0	1
C/C(NC1CCCCC1)=C(/C#N)C(=O)NCCN1CCOCC1	0	-2	0	-5	0	9	2	2	6
CC1=C(C(=O)N2CCOCC2)C(c2cccc3ccccc23)NC(=S)N1 (configuration not stated)	-1	1	-1	5	-2	0	-4	-14	4
CC1CC(C)(C)NC(=S)N1CCC(=O)N1CCc2ccccc2C1 (configuration not stated)	4	0	0	2	4	-1	4	-4	16
Cc1ccc(C(=O)Nc2ccncc2)c(C)c1	-1	-1	-1	-2	-1	4	8	-5	5
CC1Cc2ccccc2N1C(=O)C1CCCN(S(=O)(=O)c2cccc3nsnc23)C1 (configuration not stated)	-1	-3	-3	2	0	6	-2	-6	-7
CC(C)S(=O)(=O)C1=NSC2=NC(=O)/C(=C\c3ccc(OC(=O)c4ccco4)cc3)C(=N)N21	3	2	-1	5	-1	6	2	7	15
CC#CCCCC(=O)Nc1ccccc1C(=O)O	2	-1	-3	-4	-1	13	-8	0	18
O=C(Nc1ccc(Cl)cc1)c1ccc(Br)cc1F	0	2	-4	-3	1	9	-7	10	4
Cc1ccc(C(=O)N(CC(=O)NC2CCCC2)c2ccc3c(c2)OCCO3)s1	-4	-1	4	5	8	7	-2	3	1
COc1cccc(CN(C)CC(=O)Nc2ccccc2N2CCOCC2)c1OC	9	4	6	2	6	15	0	16	0
COC(=O)C1CCN(Cc2nnc(-c3ccccc3)o2)CC1	6	-1	0	-1	0	1	-7	1	13
O=C(NCCO)/C(=C\c1ccc(Br)cc1)NC(=O)c1cccs1	0	3	-1	-6	3	-1	11	-4	-6
O=C(COc1ccc2ccc(=O)oc2c1)NCc1ccccn1	3	4	-1	1	0	7	2	-16	9
O=C(CNC(=O)c1ccco1)OCc1ccc(Br)cc1	11	4	4	6	2	6	8	3	-2
CCOC(=O)c1[nH]c2c(c1C)C(=O)CC(c1ccc(OC)c(OC)c1)C2 (configuration not stated)	2	1	5	3	-1	-2	-15	9	10
COc1ccc(Cc2nnc(SC)[nH]c2=O)cc1OC	3	6	3	1	2	2	-2	-17	-1
O=C(Cn1ncc2c([nH]c3ccccc32)c1=O)N1CCN(c2ccccn2)CC1	-1	2	0	7	1	2	-16	8	-1
CC(C)[C@H](NC(=O)c1ccccc1)C(=O)OCC(=O)c1ccccc1F	-5	8	5	1	0	-3	-1	6	-10
CCCCOc1ccc(N(CC(=O)NC2CCCCC2)C(=O)CCC(=O)Nc2ccccn2)cc1	2	1	4	1	7	1	-2	-8	-2
COCCCNC(=O)c1cc(C(=O)c2ccccc2Br)c[nH]1	3	-2	-1	4	1	9	1	-14	-4

3 structures out of the list, arranged by length of the SMILES, largest number first:
SMILES	PAFAH1B2 FP inh	LYPLA2 counter	LYPLA1 counter	PAFAH2 inh	pPAFAH FP inh	PAFAH1B3 FP inh	EBNA-1 inh	ZTA counter	PREPL inhibitor
Cc1ccc(C(=O)N(CC(=O)NC2CCCC2)c2ccc3c(c2)OCCO3)s1	-4	-1	4	5	8	7	-2	3	1
O=C(CNC(=O)c1ccco1)OCc1ccc(Br)cc1	11	4	4	6	2	6	8	3	-2
COc1ccc(Cc2nnc(SC)[nH]c2=O)cc1OC	3	6	3	1	2	2	-2	-17	-1

Remaining list, next part:
SMILES	PAFAH1B2 FP inh	LYPLA2 counter	LYPLA1 counter	PAFAH2 inh	pPAFAH FP inh	PAFAH1B3 FP inh	EBNA-1 inh	ZTA counter	PREPL inhibitor
Cc1[nH]n(-c2ccccc2)c(=O)c1/C=N/NC(=O)c1cccc(F)c1	10	7	-2	9	4	16	4	-4	10
CCOC(=O)c1cc(-c2ccccc2)sc1NC(=O)COC(=O)c1cccc(S(N)(=O)=O)c1	-6	-8	-4	-2	20	5	77*	19	-3
Cc1ccnc(NC(=O)CC(NC(=O)c2ccccc2Cl)c2ccccc2)c1 (configuration not stated)	4	-3	3	4	6	4	3	1	0
CC(NC(=O)COc1ccc(/C=N/NC(=O)CO)cc1)c1ccccc1 (configuration not stated)	2	1	-1	0	4	3	0	-18	-2
O=C(Nc1nc(-c2cccnc2)cs1)c1ccc([N+](=O)[O-])cc1	1	0	-2	-10	10	11	10	4	11
Cc1nc(N2CCOCC2)[nH]c(=O)c1C(O)C(Cl)(Cl)Cl (configuration not stated)	-2	0	0	0	4	3	16	3	5
CCCC(=O)N(c1ccccc1)C1C=CS(=O)(=O)C1 (configuration not stated)	-3	1	2	4	10	12	-1	-8	1
Cc1ccc(C)c(S(=O)(=O)N2CCCC2CNC(=O)C(=O)NC2CCCC2)c1 (configuration not stated)	3	3	0	-3	7	5	0	4	2
O=C(Cc1ccc(Cl)cc1)Nc1cccc(-c2nnc(-c3ccco3)o2)c1	3	13	1	-1	8	-1	8	-7	9
O=C1CC(c2ccccc2)CC(O)=C1C=Nc1cccc(Cl)c1 (configuration not stated)	0	6	-3	2	6	12	5	-6	-1
Cc1ccc2nc(NCc3ccccc3)[nH]c2c1	1	-5	0	-3	4	5	-8	1	-2
COc1ccc(NC(=O)CN2CCN(C3c4ccccc4-c4ccccc43)CC2)cc1	0	-3	-4	6	1	8	-2	-5	1
CCOC(=O)C(NC(=O)CC)(Nc1ccc(S(=O)(=O)Nc2onc(C)c2C)cc1)C(F)(F)F (configuration not stated)	0	0	-3	5	-1	0	7	3	-5
COc1ccc(S(=O)(=O)NCC(c2ccco2)N2CCc3ccccc32)cc1 (configuration not stated)	5	3	3	11	5	5	-1	5	-31
CCCNC(=O)c1c(CSc2ccccc2)noc1C(=O)NCc1ccccc1	0	-6	-5	-6	-1	4	-5	-4	10
CCCOC(=O)Cc1c(O)c2ccccc2[nH]c1=O	4	3	1	5	-2	4	0	6	15
Nc1ccccc1C(=O)/C=C/c1ccc2c(c1)OCO2	-2	-8	-2	2	2	-1	-14	8	5
C=CCn1c(SCC(=O)NC2CCCCC2)nnc1-c1ccc(OC)cc1	0	2	-5	2	-1	9	5	3	12
O=C(CSc1cccc2cccnc12)OCC(=O)c1ccc(Br)cc1	19	1	0	6	2	-1	1	-8	6
CCC(C)(C)n1nnnc1CN1CCN(c2nc3ccc(C)cc3cc2C#N)CC1	1	2	-2	-5	4	7	6	9	-10
CCOC(=O)c1ccc(NC(=O)CCC2COc3ccccc3O2)cc1 (configuration not stated)	-6	1	-6	-4	1	-5	9	-4	-2
CC(C)(C)OC(=O)C[C@@H]1C/C=C\C[C@@H](CC(=O)N[C@H](CO)Cc2ccccc2)C(=O)N2CCC[C@H]2COC1=O	9	.	.	1	-1	7	.	.	9
CCC1(C)Cc2ccccc2-c2nc(NCCO)n(-c3ccccc3)c(=O)c21 (configuration not stated)	2	6	3	-3	0	0	2	-6	-3
Cc1cccc(OCC(=O)Nc2ccc(S(=O)(=O)Nc3onc(C)c3C)cc2)c1C	0	-6	1	4	-1	9	6	-8	8
COc1ccccc1CCNC(=O)C(=O)NCC1OCCN1S(=O)(=O)c1ccc([N+](=O)[O-])cc1 (configuration not stated)	4	6	1	2	13	4	2	-13	13
COc1ccc(F)cc1C(=O)C1CCCN(C(=O)C2=C(C)OCCO2)C1 (configuration not stated)	0	2	2	6	5	-1	-5	-9	0
COc1cc2c(cc1OC)C(C)N(C(=O)c1cc3c(s1)-c1ccccc1OC3)CC2 (configuration not stated)	0	-12	-3	4	1	-3	-7	2	-21
CC(C)C(=O)OCC(=O)Nc1ccc(N=Nc2ccccc2)cc1	-2	11	0	28	1	3	3	2	1

Whole records, looked up by structure. Values in the order: PAFAH1B2 FP inh	LYPLA2 counter	LYPLA1 counter	PAFAH2 inh	pPAFAH FP inh	PAFAH1B3 FP inh	EBNA-1 inh	ZTA counter	PREPL inhibitor
O=C(CSc1cccc2cccnc12)OCC(=O)c1ccc(Br)cc1 reads 19	1	0	6	2	-1	1	-8	6
COc1ccc(F)cc1C(=O)C1CCCN(C(=O)C2=C(C)OCCO2)C1 (configuration not stated) reads 0	2	2	6	5	-1	-5	-9	0
CC(C)C(=O)OCC(=O)Nc1ccc(N=Nc2ccccc2)cc1 reads -2	11	0	28	1	3	3	2	1
Nc1ccccc1C(=O)/C=C/c1ccc2c(c1)OCO2 reads -2	-8	-2	2	2	-1	-14	8	5

Part of the list above, as a markdown table:
| Compound | PAFAH1B2 FP inh | LYPLA2 counter | LYPLA1 counter | PAFAH2 inh | pPAFAH FP inh | PAFAH1B3 FP inh | EBNA-1 inh | ZTA counter | PREPL inhibitor |
| --- | --- | --- | --- | --- | --- | --- | --- | --- | --- |
| C=CCn1c(SCC(=O)NC2CCCCC2)nnc1-c1ccc(OC)cc1 | 0 | 2 | -5 | 2 | -1 | 9 | 5 | 3 | 12 |
| CCOC(=O)c1ccc(NC(=O)CCC2COc3ccccc3O2)cc1 (configuration not stated) | -6 | 1 | -6 | -4 | 1 | -5 | 9 | -4 | -2 |
| CC(C)(C)OC(=O)C[C@@H]1C/C=C\C[C@@H](CC(=O)N[C@H](CO)Cc2ccccc2)C(=O)N2CCC[C@H]2COC1=O | 9 | . | . | 1 | -1 | 7 | . | . | 9 |
| COc1ccccc1CCNC(=O)C(=O)NCC1OCCN1S(=O)(=O)c1ccc([N+](=O)[O-])cc1 (configuration not stated) | 4 | 6 | 1 | 2 | 13 | 4 | 2 | -13 | 13 |
| Cc1cccc(OCC(=O)Nc2ccc(S(=O)(=O)Nc3onc(C)c3C)cc2)c1C | 0 | -6 | 1 | 4 | -1 | 9 | 6 | -8 | 8 |
| O=C(CSc1cccc2cccnc12)OCC(=O)c1ccc(Br)cc1 | 19 | 1 | 0 | 6 | 2 | -1 | 1 | -8 | 6 |
